Bioassay records (PubChem)
GRK2 inh: compounds blocking aptamer binding on GRK2 – biochemical, human GRK2, bead flow cytometry, HTS, primary screen | inhibition of aptamer binding, % at 10 µM | 0.59% of 330,000 active | AID 488847, 2010 | FAM-aptamer displacement from GRK2;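 active means inhibition of aptamer binding above 40%, roughly 3 SD of noise, on plates passing a quality check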;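 further: median bead fluorescence of bound FAM aptamer so fluorescent compounds give negative values; no value below 0 was filed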
BCLXL inh: inhibitors of human Bcl-xL, primary screen, biochemical, fluorescence polarization, HTS; inhibition, % at 10.9 µM; 0.7% of 320,000 active; GST-Bcl-xL / FITC-Bim BH3 peptide fluorescence polarization; Bcl-2-like protein 1 (Homo sapiens), Q07817;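 active means inhibition above the mean of all tested compounds plus 3 SD, cutoff set per campaign, cut at about 30% in these data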;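 further: 0% = DMSO wells and 100% = unlabeled Bim-BH3 peptide competitor; inhibitors lower millipolarization by displacing the labeled peptide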
Target sequence (Q07817 whole entry, looked up): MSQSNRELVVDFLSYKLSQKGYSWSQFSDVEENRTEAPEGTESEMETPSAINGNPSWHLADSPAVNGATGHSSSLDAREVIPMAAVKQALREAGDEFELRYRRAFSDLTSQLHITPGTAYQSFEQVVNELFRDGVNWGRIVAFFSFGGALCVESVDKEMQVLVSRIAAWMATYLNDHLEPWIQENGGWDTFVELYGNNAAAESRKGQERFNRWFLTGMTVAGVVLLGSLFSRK
Fam108B inh: mouse Fam108B serine hydrolase inhibitors, primary screen, counter-screen for RBBP9 inhibitor project, biochemical, fluorescence polarization; recombinant Fam108B, FP-Rh probe fluorescence polarization; inhibition, % at 9.51 µM; 0.33% of 300,000 active;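 active means inhibition above the screen mean inhibition plus 3 SD, computed separately per campaign, cut at about 18% in these data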;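 further: inhibitors lower polarization as less probe binds the enzyme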
PME-1 primary: PME-1 inhibitors via competitive probe labeling, primary screen, biochemical, fluorescence polarization, FP-Rh probe, HTS; Protein phosphatase methylesterase 1 (Homo sapiens), Q9Y570; recombinant PME-1; inhibition, % at 5.9 µM; 0.53% of 320,000 active;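 active means inhibition above the campaign mean of all compounds plus 3 SD, cut at about 26% in these data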;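 further: competitive labeling of PME-1 active site by serine hydrolase directed probe; 0% = PME-1 with DMSO and 100% = wells lacking PME-1 enzyme; inhibitors block probe labeling so polarization falls and inhibition rises; many of its hits are not listed in these tables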
Target sequence (Q9Y570 whole entry, looked up): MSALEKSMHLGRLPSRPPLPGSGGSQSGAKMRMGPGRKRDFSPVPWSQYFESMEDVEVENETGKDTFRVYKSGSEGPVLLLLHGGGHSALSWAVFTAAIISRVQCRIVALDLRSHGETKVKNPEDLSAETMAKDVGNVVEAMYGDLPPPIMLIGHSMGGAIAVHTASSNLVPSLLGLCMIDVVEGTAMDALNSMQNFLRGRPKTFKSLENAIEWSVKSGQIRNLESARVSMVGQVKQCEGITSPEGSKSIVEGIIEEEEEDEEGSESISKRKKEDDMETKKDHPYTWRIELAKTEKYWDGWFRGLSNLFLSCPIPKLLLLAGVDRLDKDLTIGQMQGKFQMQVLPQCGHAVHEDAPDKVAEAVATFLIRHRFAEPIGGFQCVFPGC
MCL1 BIM primary: inhibitors of MCL1 binding to BIM-BH3, primary screen, biochemical, fluorescence polarization; Induced myeloid leukemia cell differentiation protein Mcl-1 (Homo sapiens), Q07820; GST-MCL1 / FITC-Bim-BH3 fluorescence polarization; inhibition, % at 10.9 µM; 0.68% of 320,000 active;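 active means inhibition above the mean inhibition of all tested compounds plus 3 SD, set per campaign, cut at about 40% in these data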;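 further: 0% = DMSO wells and 100% = unlabeled Bim-BH3 peptide control; higher means more loss of mP so more displacement of Bim peptide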
Target sequence (Q07820 whole entry, looked up): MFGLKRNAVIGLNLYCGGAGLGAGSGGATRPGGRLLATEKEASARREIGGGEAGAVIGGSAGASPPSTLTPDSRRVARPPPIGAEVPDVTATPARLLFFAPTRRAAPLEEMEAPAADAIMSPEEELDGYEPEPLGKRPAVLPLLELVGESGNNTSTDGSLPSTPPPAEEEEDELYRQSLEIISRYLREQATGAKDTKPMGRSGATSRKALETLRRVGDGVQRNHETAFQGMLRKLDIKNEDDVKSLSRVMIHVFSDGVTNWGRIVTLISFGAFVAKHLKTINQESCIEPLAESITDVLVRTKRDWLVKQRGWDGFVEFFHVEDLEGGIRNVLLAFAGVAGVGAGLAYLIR
VLA-4 inh: inhibition in human VLA-4 binding assay, primary screen, VLA-4 allosteric modulator project, MLPCN library, flow cytometry, VLA-4 expressing cells; 0.2% of 330,000 active; ligand binding flow cytometry; Integrin alpha-4 (Homo sapiens), P13612; inhibition, % (about 7 µM as worked out from the volumes in the protocol); in the data active means inhibition above about 50%
Efflux pump mplx: inhibitors of Candida efflux pumps in yeast, primary screen, S. cerevisiae, Nile Red, multiplex | S. cerevisiae Candida pump triplex | inhibition, % at 10 µM | AID 485275, 2010 | 0.44% of 330,000 active;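 active means plate passing quality check with inhibition over a set limit, or well fluorescence over plate mean plus 4 SD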;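 further: Nile Red retained in pooled yeast measured as flow cytometry median fluorescence; 0% = buffer negative control and 100% = Enniatin B positive control; higher means more Nile Red kept so more efflux inhibition; some compounds called inactive have numbers as strong as hits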
MEX-5 binding: MEX-5 zinc finger RNA-binding disruptors – biochemical, C. elegans, fluorescence polarization, MLPCN library, primary screen; Zinc finger protein mex-5 (Caenorhabditis elegans), Q9XUB2; 0.38% of 300,000 active; activity score (negative = inhibition of binding), % at 10 µM; MEX-5/FITC-TCR2 RNA binding; hits give low values; AID 1832, 2009;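 active means inhibition past about -25% in most replicates, and total fluorescence under double the plate's negative control median, limit read from the data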;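 further: 0% = DMSO and -100% = 5 µM competing unlabeled TCR2 RNA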
GLD-1 RNA inh: GLD-1/TGE RNA complex disruptors, primary screen, biochemical, fluorescence polarization | purified GLD-1 + fluorescein TGE RNA | inhibition, % at 5.96 µM | 0.44% of 320,000 active | AID 2280, 2010;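 active means percent inhibition above a per-plate cutoff, the plate mean of test compounds plus 3 SD, cut at about 30% in these data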;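 further: 0% = DMSO wells with GLD-1 and probe and 100% = wells lacking GLD-1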
* = called active by the depositor; . = not tested or not shown.

SMILES	GRK2 inh	BCLXL inh	Fam108B inh	PME-1 primary	MCL1 BIM primary	VLA-4 inh	Efflux pump mplx	MEX-5 binding	GLD-1 RNA inh
COCCNC(=S)N1CCC(c2nc(-c3ccc(F)cc3)no2)CC1	0	4	2	3	8	0	0.1	-0.8	1
O=S(=O)(NCCCSc1ccccc1)c1ccccc1F	1	-2	1	5	3	4	-0.1	2.0	5
COc1ccccc1N(CC(=O)NC1CC2CCC1C2)S(=O)(=O)c1ccc(C)cc1 (stereo not given)	3	3	6	5	7	-10	-1.3	-4.7	4
COc1cc(NC(=O)CCNS(=O)(=O)c2ccc3c(c2)CCC(=O)N3)cc(OC)c1	2	5	1	3	3	0	13*	1.4	12
Cc1ccc2nc(C(=O)O)c(C(=O)O)nc2c1	11	8	-10	-3	3	-6	0.0	-2.4	14
Cc1cccc(C(=O)NNC(=O)C(=O)NC(C)(C)C)c1	6	3	-1	-4	-4	3	-0.1	-1.7	-6
O=C(Nc1ccc(Cl)c(Cl)c1)Nc1cc(C(=O)NC2CC2)ccc1Cl	0	5	-59	-69	1	9	-0.1	0.0	1
O=C(O)c1c2c(nc3ccc(F)cc13)CCC2	72*	9	-3	-4	11	20	-0.1	0.0	4
CC(C(=O)Nc1cccc([N+](=O)[O-])c1)n1nnc2ccccc21 (stereo not given)	0	1	1	1	0	1	-0.1	-0.9	5
CCCCCOc1ccc(C2NC(=O)NC2=O)cc1 (stereo not given)	1	-2	0	-7	0	36	0.0	3.6	5
COc1cccc(C(=O)O[C@H]2[C@H](C)NS(=O)(=O)[C@H]3C[C@@H]4C=C[C@]23O4)c1	1	3	.	0	3	4	0.8	.	7
CCCn1c(O)c2ccc(C(=O)N=NC(=O)c3cccnc3)cc2c1O	0	5	-2	-3	2	6	-0.2	-2.7	-7
COCCn1c(SCC(=O)N2CCN(c3ccccc3)CC2)nc2c(c1=O)SC(C)C2 (stereo not given)	0	3	-1	3	1	22	-0.3	0.4	5
CC(C)(C)c1cccc(OCCCSc2ncccn2)c1	0	11	-2	1	5	-2	-0.1	-2.0	9
NS(=O)(=O)c1ccc(NC(CNS(=O)(=O)c2ccccc2)c2ccccc2)cc1 (stereo not given)	0	7	-1	1	4	0	0.1	-0.7	2
COc1ccc(/C=C/C(=O)c2oc3ccc(F)cc3c2C)cc1	10	2	-9	-1	6	0	0.2	-1.4	6
O=C(CCCOc1ccc(Cl)cc1Cl)NNC(=O)C1CCC1	0	3	-2	-2	3	-1	0.5	0.4	-2
CC(C)Cn1c(N)c(C(=O)COC(=O)c2cc3ccccc3cc2O)c(=O)n(C)c1=O	1	.	.	.	.	11	0.4	.	1
CC1(C)CC(=O)C=C(NCc2ccc(Cl)c(Cl)c2)C1	0	4	4	-2	5	1	0.0	-2.2	-2
Cc1cc(C)nc(/N=C(\N)C2=C(O)CC(C)(C)CC2=O)n1	0	2	3	3	5	37	-0.2	-1.3	-2
CCc1cc2cc3c(cc2nc1SCC(=O)OC(C)C)OCO3	2	3	-3	-3	1	15	-0.1	0.9	4
COc1ccc(Nc2nnc(-c3ccncc3)s2)cc1Cl	0	-8	2	4	-13	0	0.1	0.9	1
CCOc1ccc2oc(-c3ccccc3)c(C(N)=O)c2c1	0	-4	0	-4	1	3	-0.1	2.5	1
O=C(O)c1ccc2c(c1)C(=O)N(C(Cc1ccc(O)cc1)C(=O)O)C2=O (stereo not given)	3	5	2	2	5	-22	0.0	0.6	5
O=C(Nc1cccnc1)NC1CCCCC1	0	5	0	2	4	1	0.0	-2.7	6
c1ccc(-n2c(SCC3CCCCO3)nnc2-c2cnccn2)cc1 (stereo not given)	0	1	2	5	1	-7	0.0	-0.7	-2
O=C(NC1CCCN(Cc2ccc(Cl)cc2)C1)c1ccnc(Cl)c1 (stereo not given)	0	5	-2	1	15	6	-0.2	-1.2	5
CCCc1nc(SCC(=O)NNC(=O)c2ccc(OC)cc2)c2ccccc2n1	3	5	0	1	6	3	0.0	1.8	3
Cc1cccc(C)c1NC(=S)N(c1ccccc1)C(C)C	0	3	2	-4	-6	12	0.1	0.3	-2
CCOc1ccccc1NC(=O)CN(C)S(=O)(=O)c1ccc(OC)c(C)c1	0	7	-1	9	16	1	-0.1	-2.7	7
Cc1ccc(S(=O)(=O)CC(c2ccccc2)N2CCCCC2)cc1 (stereo not given)	0	5	1	15	-1	8	0.1	2.2	10
CC(=O)Nc1ccc(S(=O)(=O)NCC2CCC(C(=O)NCc3ccccc3)CC2)cc1 (stereo not given)	0	3	1	0	4	20	0.3	1.8	-5
CCCn1ncc(C(=O)N(C)C2CCCN(Cc3ccccc3F)C2)c1C (stereo not given)	0	6	1	1	6	16	0.2	-2.1	-1
Cc1ccc(S(=O)(=O)NC(=O)Nc2ccc(C)cn2)cc1	0	1	-1	-3	-3	0	-0.1	0.3	1
COc1cc2cccc(OC)c(=O)c2c(O)c1OC	3	3	-4	-1	7	0	-0.1	2.2	-8
CCN1CCN(c2ccc(S(=O)(=O)N3CCCCC3)cc2NC(=O)Cc2ccc(Cl)c(Cl)c2)CC1	2	-3	4	-3	-2	13	0.2	2.6	-1

Sorted by number of heavy atoms (largest number first): 10 of the compounds above
SMILES	GRK2 inh	BCLXL inh	Fam108B inh	PME-1 primary	MCL1 BIM primary	VLA-4 inh	Efflux pump mplx	MEX-5 binding	GLD-1 RNA inh
CCN1CCN(c2ccc(S(=O)(=O)N3CCCCC3)cc2NC(=O)Cc2ccc(Cl)c(Cl)c2)CC1	2	-3	4	-3	-2	13	0.2	2.6	-1
CC(=O)Nc1ccc(S(=O)(=O)NCC2CCC(C(=O)NCc3ccccc3)CC2)cc1 (stereo not given)	0	3	1	0	4	20	0.3	1.8	-5
CCCc1nc(SCC(=O)NNC(=O)c2ccc(OC)cc2)c2ccccc2n1	3	5	0	1	6	3	0.0	1.8	3
CCOc1ccccc1NC(=O)CN(C)S(=O)(=O)c1ccc(OC)c(C)c1	0	7	-1	9	16	1	-0.1	-2.7	7
O=C(O)c1ccc2c(c1)C(=O)N(C(Cc1ccc(O)cc1)C(=O)O)C2=O (stereo not given)	3	5	2	2	5	-22	0.0	0.6	5
c1ccc(-n2c(SCC3CCCCO3)nnc2-c2cnccn2)cc1 (stereo not given)	0	1	2	5	1	-7	0.0	-0.7	-2
O=C(NC1CCCN(Cc2ccc(Cl)cc2)C1)c1ccnc(Cl)c1 (stereo not given)	0	5	-2	1	15	6	-0.2	-1.2	5
Cc1ccc(S(=O)(=O)NC(=O)Nc2ccc(C)cn2)cc1	0	1	-1	-3	-3	0	-0.1	0.3	1
COc1cc2cccc(OC)c(=O)c2c(O)c1OC	3	3	-4	-1	7	0	-0.1	2.2	-8
O=C(Nc1cccnc1)NC1CCCCC1	0	5	0	2	4	1	0.0	-2.7	6

Further records follow.
SMILES	GRK2 inh	BCLXL inh	Fam108B inh	PME-1 primary	MCL1 BIM primary	VLA-4 inh	Efflux pump mplx	MEX-5 binding	GLD-1 RNA inh
O=C(COC(=O)c1ccc(Sc2ccccc2)c([N+](=O)[O-])c1)NC1CCS(=O)(=O)C1 (stereo not given)	2	-3	-1	14	2	-17	1.1	0.6	1
Nc1c(C(=O)c2ccccc2)sc2snc(SCC(=O)c3ccccc3)c12	0	-43	12	13	-76	-40	0.1	-3.0	-28
Nc1nc(Nc2cccc(F)c2)nc2ccccc12	1	9	-5	-4	-3	3	0.1	-0.1	-2
CNc1ccc(C(=O)OCC(=O)NC(=O)NC2CCCC2)cc1[N+](=O)[O-]	1	.	.	.	.	-6	0.3	.	12
CCOc1ccc(NC(=O)CC2C(=O)N(c3ccc(OC)cc3)C(=O)N2CCc2ccc(OC)c(OC)c2)cc1 (stereo not given)	5	-6	0	2	-11	6	0.8	-0.8	11
O=C(c1cc(-c2ccccc2)nn1-c1ccccc1)N1CCN(S(=O)(=O)c2ccc(F)cc2)CC1	0	-3	-8	1	-8	2	0.1	5.0	6
COc1ccccc1CNc1ncc(-c2ccc(F)cc2)n1C	0	2	2	0	6	-71	0.7	0.5	-7
CN(CC(=O)Nc1ccccc1Br)C(=O)CCc1ccccc1	0	4	3	-2	0	-1	0.0	-0.8	7
Fc1ccc(-n2c(-c3ccco3)nc3nc4ccccc4nc32)cc1	0	-1	0	3	-2	-10	-0.2	-3.1	2
CCCCCCOc1ccc(N2C(=O)CC(NCCc3ccc(S(N)(=O)=O)cc3)C2=O)cc1 (stereo not given)	3	1	-4	2	8	-1	-0.1	-0.7	0
Cc1cc(=O)oc2cc(OC(=O)CCCCCN3C(=O)c4ccccc4C3=O)ccc12	0	-5	-6	-8	-7	-4	1.4	-1.4	9
Cc1ccc(-n2nnc3c(SCC(=O)NCc4ccco4)ncnc32)cc1	0	5	-14	-1	5	4	-0.3	-4.1	2
O=C(C1CC(c2ccc(F)cc2)=NO1)N1CCN(c2ccccc2)CC1 (stereo not given)	2	-3	3	1	-2	-3	0.1	2.1	6
CCOCCn1ccc2c(OCC(=O)Nc3ccc(OC)c(OC)c3)cccc2c1=O	0	0	-3	5	3	-4	-0.1	-3.1	-5
CCc1nc2ccccc2n1CC(O)COCC1CC=CCC1 (stereo not given)	3	1	-5	0	1	35	0.0	1.2	4
COC(=O)Nc1nnc(Cc2ccccc2)s1	1	-1	-1	8	-4	2	0.3	0.6	-4
Cc1cc(C)c(C#N)c(SCc2ccc3c(c2)OCO3)n1	0	3	-1	-5	2	-13	0.0	0.2	7
CCc1ccc(N2CC(C(=O)N/N=C/c3ccccc3OC)CC2=O)cc1 (stereo not given)	0	3	-1	-3	-3	-4	0.1	0.3	2
COC(=O)c1ccn(CSc2c(F)c(F)cc(F)c2F)n1	0	5	.	0	7	7	0.3	.	1
CCCCNc1cc(Cl)nc(N)n1	0	30*	-1	-3	28	1	0.4	3.7	12
O=S(=O)(Nc1ncnc2sc3c(c12)CCC3)c1ccc(Cl)s1	0	0	0	2	-5	-10	-0.1	-2.3	6
O=C(C1CC1)n1cc(C(=S)N2CCOCC2)c2ccccc21	1	8	-2	-5	13	-7	-0.1	0.2	4
O=C(NCc1ccccc1)c1onc(CSc2nc3ccccc3[nH]2)c1C(=O)NCc1ccccc1	1	-7	-29	-46	-12	5	-0.1	1.1	3
CCCCCCCC(=O)Nc1cc(C(=O)NCCC)ccc1N1CCC2(CC1)CC(c1cccc(Br)c1)=NO2	.	1	-4	-1	-3	.	.	-0.8	11

This is a subset; count on the stated rates, not on these rows.
